# SMN2 splice enh: increases expression of the SMN2 splice variant; AID 1458; 2.8% of 210,000 active; HEK293 SMN2-luciferase splicing reporter, luminescence, 30-36 h; Potency, µM (series often up to 46.1 µM), for inactives: at the top dose activity change, positive = activation, usual class: activators; note: % of control where 0% means no effect; nearly all actives have a fitted effect of over 55% in size
#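 HEK293 cells carry an SMN2 […]–luciferase reporter in which exon 7 inclusion puts luciferase in frame. Cells were plated 10-12 h before compound addition, then incubated 30-36 h at 37C. ONE-Glo luminescence was read; sodium butyrate at 4.5 mM final served as control.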
# KinaseGlo FLuc: Kinase-Glo luciferase inhibition (counter-screen). Q27757. Kinase-Glo luciferase, ATP luminescence, 8 min. Potency, µM (top dose mostly 38.3 µM), inactives show at the highest dose activity change, negative = inhibition, most hits filed as inhibitors. 0.28% of 200,000 active. AID 1379; note: % is set by controls: 0 for no effect and ±100 for the full control effect; nearly all actives have a fitted effect of over 60% in size
#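 Recombinant Kinase-Glo luciferase, 10 uM ATP (linear range), luciferin; imidazole pH 7.2 / KCl / MgCl2 / Tween / BSA buffer; 8 min RT; luminescence.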
# Lamin A splicing: modulators of lamin A splicing. HeLa LMNA splicing GFP/RFP minigene ratio, 48 h. Potency, µM (doses to about 46.1 µM), for inactives: at the highest dose ratio change, negative = inhibition, most hits filed as inhibitors. 0.01% of 200,000 active. AID 1487; active = well fitted inhibition curve with a large enough effect in the signal ratio, with a control signal flat, not every such curve was filed as active; inconclusive = small, poorly fitted or top-dose-only effect, or effect the other way, or a change in a side signal; the % refers to the signal ratio; note: % is set by controls: 0 for no effect and ±100 for the full control effect
#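 S3 HeLa cells stably expressing lamin A-EGFP splicing minigene plus DsRed2, 600 cells/well, 48 h compound exposure at 37C. Laser-scanning cytometry; analysed as GFP (500-530 nm)/RFP (575-640 nm) total intensity ratio; 0.5% DMSO vehicle.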
# RECQ1 inh: blocks DNA unwinding by human RECQ1; AID 2549; 0.54% of 240,000 active; RECQ1 DNA unwinding, red fluorescence kinetic read; Potency, µM (series often up to 57.3 µM), inactives show at the highest dose activity, negative = inhibition, usual class: inhibitors; P46063;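 note: plate controls were vehicle for no effect and no enzyme for full effect; nearly all actives have a fitted effect of over 30% in size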
#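 50 nM RECQ1T1 preincubated 15 min with compound in Tris pH 8.0 buffer with MgCl2, DTT, Tween-20 and 2.5 ug/ml poly(dI-dC); started with 200 nM TAMRA/BHQ-2 forked duplex and 2 mM ATP. Unwinding read as fluorescence (525/598 nm), two reads 2 h apart.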
# Tau ThT inhib: blocks human tau fibril formation measured by thioflavin T; P10636; recombinant tau K18 P301L, heparin-induced fibrillization, ThT fluorescence; Potency, µM (series often up to 57.4 µM), for inactives: at the top dose activity, negative = inhibition, most hits filed as inhibitors; 2.1% of 270,000 active; AID 1460; note: % is set by controls: 0 for no effect and ±100 for the full control effect; nearly all actives have a fitted effect of over 55% in size
# Target sequence (P10636 561-689 P618L limits assumed): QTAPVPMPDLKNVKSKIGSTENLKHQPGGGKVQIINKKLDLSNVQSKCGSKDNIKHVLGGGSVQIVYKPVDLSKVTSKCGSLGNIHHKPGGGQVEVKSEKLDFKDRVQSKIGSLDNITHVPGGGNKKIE
#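 Fibril formation assay: tau K18 P301L at 15 uM with trace Alexa 594 label, heparin inducer 20 uM, pH 7 sodium acetate buffer, 37 C for 6 hr; endpoint ThT signal.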
# KDM4E inh: blocks human JMJD2E demethylase activity | JMJD2E catalytic domain, FDH-coupled NADH fluorescence (FDH is formaldehyde dehydrogenase) | Potency, µM (top dose mostly 57.1 µM), for inactives: top-dose activity change, negative = inhibition, actives largely listed as inhibitors | 1.6% of 230,000 active; active = well fitted inhibition curve with a large enough effect, not every such curve was filed as active; inconclusive = small, poorly fitted or top-dose-only effect, or another doubt; inactive = no such curve, though single readings can be large or run the other way;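 note: 0% = wells with enzyme and -100% = buffer wells without enzyme; nearly all actives have a fitted effect of over 50% in size; many of its hits are not listed in these tables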
# Target sequence (B2RXH2 1-337 limits assumed): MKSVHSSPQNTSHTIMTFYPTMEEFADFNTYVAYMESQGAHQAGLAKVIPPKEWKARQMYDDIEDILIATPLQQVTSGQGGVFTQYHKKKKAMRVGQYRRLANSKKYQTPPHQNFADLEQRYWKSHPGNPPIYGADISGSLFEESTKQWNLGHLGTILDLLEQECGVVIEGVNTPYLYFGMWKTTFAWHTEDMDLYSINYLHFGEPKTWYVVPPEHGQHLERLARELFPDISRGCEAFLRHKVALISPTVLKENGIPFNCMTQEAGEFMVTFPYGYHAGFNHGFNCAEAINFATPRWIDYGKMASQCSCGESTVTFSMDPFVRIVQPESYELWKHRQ
# ALDH1A1 block: blocks purified human ALDH1A1 activity; Potency, µM (top dose mostly 75.3 µM), inactives show at the top dose activity, negative = inhibition, hits mostly inhibitors; P00352; 7.3% of 220,000 active; Purified ALDH1A1, NADH fluorescence, propionaldehyde substrate; active = well fitted inhibition curve with a large enough effect, not every such curve was filed as active; inconclusive = small, poorly fitted or top-dose-only effect, or another doubt; inactive = no such curve, though single readings can be large or run the other way;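 note: plate controls were no enzyme wells and a reference inhibitor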
# Target sequence (P00352 whole entry, looked up): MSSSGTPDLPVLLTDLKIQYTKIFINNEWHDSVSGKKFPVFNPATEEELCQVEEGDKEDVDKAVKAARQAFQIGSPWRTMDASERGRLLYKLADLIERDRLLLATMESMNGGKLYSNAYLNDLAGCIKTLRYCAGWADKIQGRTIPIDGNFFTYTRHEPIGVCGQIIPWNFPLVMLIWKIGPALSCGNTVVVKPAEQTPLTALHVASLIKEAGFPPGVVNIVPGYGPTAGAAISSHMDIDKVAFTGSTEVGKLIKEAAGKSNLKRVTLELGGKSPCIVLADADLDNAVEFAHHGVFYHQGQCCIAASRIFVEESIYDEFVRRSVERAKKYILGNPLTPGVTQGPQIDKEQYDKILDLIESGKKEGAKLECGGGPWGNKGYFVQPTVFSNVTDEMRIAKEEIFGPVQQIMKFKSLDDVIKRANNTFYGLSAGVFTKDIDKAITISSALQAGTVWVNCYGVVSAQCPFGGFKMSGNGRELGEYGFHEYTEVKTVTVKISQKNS
# L3MBTL1 inh: blocks human L3MBTL1 | AlphaScreen L3MBTL1–H3K9me1 peptide binding | AID 485360 | 0.66% of 230,000 active | Q9Y468 | Potency, µM (doses to about 57.1 µM), for the others: at the top dose activity, negative = inhibition, actives largely listed as inhibitors; note: % is set by controls: 0 for no effect and ±100 for the full control effect; nearly all actives have a fitted effect of over 60% in size
#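 Read-out is AlphaScreen signal from streptavidin donor and nickel chelate acceptor beads (10 ug/mL final each) bridging L3MBTL1 (50 nM) and biotinylated K9-monomethylated H3(1-15) peptide (75 nM), after 30 min compound exposure at room temperature.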
# * marks the source's active call; other numbers are inactive results; i = inactive; u = inconclusive; x = not tested or not shown; [ ] = remark or other dose. Unless noted, calls come from the whole dose curve; as a rule, active = well fitted curve in the direction sought with a large enough effect; inconclusive = small, poorly fitted or top-dose-only effect, or another doubt; inactive = no such curve, though single readings can be large; an effect the other way counts as inactive or inconclusive. Potency is the fitted concentration of half-maximal effect.
# Sample of the layout (10 entries):
SMILES,SMN2 splice enh,KinaseGlo FLuc,Lamin A splicing,RECQ1 inh,Tau ThT inhib,KDM4E inh,ALDH1A1 block,L3MBTL1 inh
O=C(COC(=O)/C=C/c1cccc([N+](=O)[O-])c1)NCc1ccco1,15%,1%,x,-13%,-13%,15%,-6%,-13%
CCC(C(=O)OC)n1cnc2c(cnn2-c2ccc(Cl)cc2)c1=O (stereo unspecified),-4%,-6%,0%,-6%,-9%,2%,5%,-5%
Cn1c(SCC(=O)NCC2CCCO2)nnc1-c1c[nH]c2ccccc12 (stereo unspecified),0%,1%,-2%,6%,-1%,-4%,8%,-10%
O=S(=O)(c1cccc(F)c1)N1CCN(C(=S)NCc2ccccc2)CC1,16%,4%,u,i,8%,-15%,14µM*,-5%
O=[N+]([O-])c1ccc(NCCCNS(=O)(=O)c2ccccc2)c(Cl)c1,-28%,-1%,u,-2%,u,-9%,u,-12%
COc1cc(/C=C2\CCc3c2nc2ccccc2c3C(=O)O)cc(OC)c1OC,x,x,x,10µM*,u,u,u,4µM*
CSc1nsc(SC)c1C(=O)NC(=O)Nc1cccnc1,x,x,10%[46 µM],-2%,-8%,u,u,0%
CCOc1ccccc1C(=O)N(C)Cc1cc2cc(OC)ccc2[nH]c1=O,-36%[inhibitor],-2%,4%,-3%,5%,5%,u,-11%
Cc1cc(C)c(S(=O)(=O)N2CCCC2=O)c(C)c1,1%,-5%,-15%[46 µM],i,-2%,-11%,11%,0%
COc1ccccc1OCC(=O)c1[nH]c(C)c(C(C)=O)c1C,-52%[inhibitor],-6%,6%,-25%,-17%,-5%,1%,-21%

# The whole of this part (from the top)
SMILES,SMN2 splice enh,KinaseGlo FLuc,Lamin A splicing,RECQ1 inh,Tau ThT inhib,KDM4E inh,ALDH1A1 block,L3MBTL1 inh
O=C(COC(=O)/C=C/c1cccc([N+](=O)[O-])c1)NCc1ccco1,15%,1%,x,-13%,-13%,15%,-6%,-13%
CCC(C(=O)OC)n1cnc2c(cnn2-c2ccc(Cl)cc2)c1=O (stereo unspecified),-4%,-6%,0%,-6%,-9%,2%,5%,-5%
Cn1c(SCC(=O)NCC2CCCO2)nnc1-c1c[nH]c2ccccc12 (stereo unspecified),0%,1%,-2%,6%,-1%,-4%,8%,-10%
O=S(=O)(c1cccc(F)c1)N1CCN(C(=S)NCc2ccccc2)CC1,16%,4%,u,i,8%,-15%,14µM*,-5%
O=[N+]([O-])c1ccc(NCCCNS(=O)(=O)c2ccccc2)c(Cl)c1,-28%,-1%,u,-2%,u,-9%,u,-12%
COc1cc(/C=C2\CCc3c2nc2ccccc2c3C(=O)O)cc(OC)c1OC,x,x,x,10µM*,u,u,u,4µM*
CSc1nsc(SC)c1C(=O)NC(=O)Nc1cccnc1,x,x,10%[46 µM],-2%,-8%,u,u,0%
CCOc1ccccc1C(=O)N(C)Cc1cc2cc(OC)ccc2[nH]c1=O,-36%[inhibitor],-2%,4%,-3%,5%,5%,u,-11%
Cc1cc(C)c(S(=O)(=O)N2CCCC2=O)c(C)c1,1%,-5%,-15%[46 µM],i,-2%,-11%,11%,0%
COc1ccccc1OCC(=O)c1[nH]c(C)c(C(C)=O)c1C,-52%[inhibitor],-6%,6%,-25%,-17%,-5%,1%,-21%
CCOC(=O)C/C(C)=N\Nc1ccc([N+](=O)[O-])cc1[N+](=O)[O-],-29%,11%,u,-8%,u,-7%,u,x
O=C(Nc1ccccc1)N1CCC2(CC1)CCN(C(=O)c1ccco1)CC2,-7%,-4%,x,i,x,x,-5%,x
O=C(CSc1ccsc1[N+](=O)[O-])N1CCN(c2ccccn2)CC1,10%,2%,x,i,u,-2%,u,-14%
O=C(NCCN1CCOCC1)c1ccc2c(c1)N(Cc1cccc(F)c1)C(=O)c1ccccc1S2,12%,5%,-1%[9.22 µM],-19%,-8%,-4%,28µM*,-17%
Cc1nnc(NC(=O)c2c(-c3ccccc3Cl)noc2C)s1,x,2%,25%[46 µM],i,-5%,8%,-2%,0%
COc1ccc(-c2noc(CN3CCCC(OCc4ccccn4)C3)n2)cc1 (stereo unspecified),x,x,x,-1%,-18%,-7%,x,-1%
O=C(Cc1ccccc1)Nc1cccc(NC(=O)c2cccs2)c1,x,-1%,x,i,-1%,-11%,-5%,3%
COc1ccc2[nH]c(C)c(CCN3C(=O)C4CC=CCC4C3=O)c2c1 (stereo unspecified),-33%[inhibitor],-5%,-22%,-3%,-14%,-1%,u,-7%
O=C(CCN1C(=O)c2ccccc2C1=O)N1CCN(Cc2ccccc2)CC1,-1%,2%,7%,i,-10%,9%,0%,-15%
O=C1CN(c2nc(-c3cccs3)nc3sc4c(c23)CCCC4)CCN1,u,-2%,u,-3%,u,u,u,5%
COC(=O)c1c(C)[nH]c(C=O)c1-c1ccccc1,x,x,x,-3%,-16%,-9%,u,0%
CCS(=O)(=O)N1CCC(C(=O)NCc2ccc3c(c2)OCO3)CC1,-8%,-2%,x,10%,-9%,-2%,0%,x
Cn1c2c(c(=O)n(C)c1=O)C(c1cc3c(cc1Br)OCO3)CC(=O)N2 (stereo unspecified),1%,3%,-5%,i,5%,-4%,4%,5%
CCCC(C(=O)O)N1C(=O)/C(=C2\C(=O)N(C)c3ccccc32)SC1=S (stereo unspecified),5%,6%,-5%,i,u,-2%,-12%,-1%
CSc1ncccc1C(=O)OCC(=O)c1cc(C)n(CC2CCCO2)c1C (stereo unspecified),x,x,x,-13%,-11%,-4%,2%,-14%
# Next part
SMILES,SMN2 splice enh,KinaseGlo FLuc,Lamin A splicing,RECQ1 inh,Tau ThT inhib,KDM4E inh,ALDH1A1 block,L3MBTL1 inh
CNC(=S)N/N=C/c1c(C)nn(-c2cccc(Cl)c2)c1Cl,6%,0%,-8%,0%,-7%,-2%,-4%,7%
O=S(=O)(c1ccccc1)N1CCC2(CCCN(C(c3ccccc3)c3ccccc3)C2)CC1,-13%,2%,x,-4%,x,x,12%,x
CC(C)=C(NC(=O)c1ccccc1)C(=O)Nc1cccc(C(=O)O)c1,x,-1%,5%[46 µM],i,-4%,3%,3%,10%
CCCNC(=O)c1[nH]c(C)c(C(=O)OCC)c1C,1%,5%,-2%,-5%,1%,2%,15%,-2%
Cc1cccc(C)c1Nc1nnc(SCC(=O)NCc2ccco2)s1,1%,3%,6%,-3%,-2%,1%,6%,-6%
Cc1ccc(-n2c(CNc3ccc(F)cc3)nnc2SCC(=O)O)cc1,x,-1%,5%[46 µM],-3%,-4%,7%,-2%,58%[activator]
O=C(COc1ccc(Cl)cc1)NCc1nnc(SCC(=O)Nc2ccc3c(c2)OCCO3)o1,13%,1%,-3%,-10%,-2%,0%,u,7%
Cc1ccccc1NC(=O)Nc1cc(-c2ccccc2)nn1C,x,x,x,-1%,0%,2%,x,-3%
Cc1cccc2cc(CN(CCN3CCOCC3)C(=O)NCc3ccccc3)c(=O)[nH]c12,u,-3%,3%,13%,-13%,0%,3%,x
O=C(O)c1ccc2c(c1)C(=O)N(CCC1=CCCCC1)C2=O,2%,1%,14%,-11%,-5%,11%,-10%,-2%
O=Cc1ccc(Cl)c(Cl)c1,-11%,x,x,-1%,x,x,u,5%
COc1ccc(NC(=O)c2ccccc2F)cc1Cl,u,-9%,-3%,-8%,u,0%,-4%,x
COc1ccc(S(=O)(=O)CCC(=O)NCCc2ccc(S(N)(=O)=O)cc2)cc1,23%,5%,3%,4%,-6%,-6%,-2%,x
CCN1C(=O)N[C@@H](c2cccc(C(F)(F)F)c2)C(C(C)=O)=C1C,-4%[9.22 µM],-1%[7.66 µM],0%[9.22 µM],i[11.5 µM],11%[11.5 µM],-5%[11.4 µM],15%[13.5 µM],x
Cc1occc1-c1nnc(SCC(=O)NC(C)(C)C)n1C(C)c1ccccc1 (stereo unspecified),5%,-3%,-1%,i,-1%,7%,9%,x
S=C(NCCN1CCCCC1)Nc1ccccc1,-11%,-1%,x,-5%,2%,-14%,-5%,-10%
CCc1cccc(NC(=O)Cn2c3[n+](c4ccc(C(F)(F)F)cc42)CCCCC3)c1,-6%,1%,4%,i,-5%,u,-13%,9%
CCOC(=O)N1CCN(CC(O)COCc2ccc(Cl)cc2)CC1 (stereo unspecified),-22%,-1%,2%,i,2%,1%,5%,x
S=C(Nc1ccc2nccnc2c1)N1CCCC1,6%,-3%,x,i,-10%,u,-4%,8%
CC(C)=C1SC(N2CCN(c3ccc(Cl)cc3)CC2)=NC1=O,x,-2%,x,0%,u,1%,-12%,x
Cc1cc(O)c(C(C)C)cc1NC(=O)Cn1nc(C)c2ccccc2c1=O,x,2%,4%,-3%,-2%,-6%,u,12%[11.4 µM]
CN(C)c1ccc(C(=S)N2CCCCCC2)cc1,-17%,-3%,10%,i,25µM*,-6%,u,x
N#Cc1cccc(S(=O)(=O)NCC(=O)OCC(=O)c2ccc[nH]2)c1,12%,1%,x,9%,3%,6%,11%,2%
Cc1cc(C)n(CCNCc2c(C(=O)N3C[C@@H](C)O[C@@H](C)C3)nc3ccc(Cl)cn23)n1,x,-1%,17%[46 µM],-6%,-4%,-22%,4%,-1%
CCOC(=O)N/N=C(\C)c1ccc(OC(F)F)cc1OC(F)F,18%,0%,-5%,i,-3%,9%,20%,10%
COc1ccc(N=CC2=C(O)CC(c3ccccc3)CC2=O)c(OC)c1 (stereo unspecified),8%,-6%,u,-1%,u,u,14µM*,-3%
Cc1ccc(-n2c(C)cc(C=C3C(=O)CC(C)(C)CC3=O)c2C)cc1,-19%,-3%,14%,i,-11%,-6%,0.89µM*,-3%
O=C(N/N=C1\CCCCc2ccccc21)c1ccccn1,u,-1%,22%[46 µM],6%,-1%,-6%,3%,x
O=C(Nc1ccc(N2CCN(C(=O)c3ccco3)CC2)cc1)c1ccccc1,-5%,-4%,16%[46 µM],20%,u,-8%,12%,-11%

# Screening results as filed in PubChem BioAssay.

# Not all compounds are listed, so the mix of outcomes need not match the whole.
